Shiga toxin inh – inhibitors of Shiga toxin in Vero cells; Vero cells, Shiga toxin protein synthesis inhibition reporter; inhibition, % at 38.7 µM; 290,000 compounds, 9.2% hits; in the data active means inhibition mostly above about 28%, no sharp cut-off; inactive means mostly below about 43%; further: 0% is about no effect
CHX counter – counter-screen hit for Shiga toxin inhibitors, cycloheximide | cell reporter, cycloheximide protein synthesis inhibition counterscreen | AID 2314 | max response, % | 300,000 compounds, 12% hits; in the data active means max response mostly above about 13%, no sharp cut-off; inactive means mostly below about 14%; further: read at 38.3 µM for the half of the compounds with a filed dose; 0% is about no effect
TbPYK inhibitor – inhibitors of Trypanosoma brucei pyruvate kinase; 410,000 compounds, 0.12% hits; AID 624173; Potency, µM (doses to about 76.8 µM), for the others: top-dose activity, negative = inhibition, actives largely listed as inhibitors; TbPYK enzyme, Kinase-Glo Plus ATP luminescence, 45 min; further: potency means the concentration at half of the fitted maximal effect; on the % scale 0 is the no-effect control and ±100 the full control effect; nearly all actives have a fitted effect of over 50% in size
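Screened from lowest to highest concentration, compounds were pinned into TbPYK/substrate mixtures, and ADP (130 uM final) was added. Plates sat at room temperature for 45 min prior to Kinase-Glo Plus detection by luminescence.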
Pf growth 48h – inhibits P. falciparum growth in the first generation, 48 h | 310,000 compounds, 5.9% hits | Potency, µM (highest dose often 28.7 µM), for the others: at the highest dose activity change, negative = inhibition, most hits filed as inhibitors | P. falciparum luciferase growth in erythrocytes, 48 h; further: potency means the concentration at half of the fitted maximal effect; on the % scale 0 is the no-effect control and ±100 the full control effect
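Firefly luciferase activity from engineered P. falciparum reports growth; inhibitors lower the luminescent signal. Cultures contained 2% hematocrit erythrocytes at 0.1% final parasitemia.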
HCV inh – blocks hepatitis C virus; Potency, µM (titrated, usually from 41.8 µM), inactives show at the highest dose activity change, negative = inhibition, actives largely listed as inhibitors; Huh7.5.1 HCVcc-Cre infection, luciferase reporter, 44 h; 340,000 compounds, 3.4% hits; further: potency means the concentration at half of the fitted maximal effect; on the % scale 0 is the no-effect control and ±100 the full control effect
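Whole-lifecycle infectious HCVcc-Cre system; cells 1,000/well, compound then virus (~0.5 moi) added 4 h after plating, 44 h culture. Luciferase read 15 sec following 15 min substrate incubation, room temp.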
LmPK inhibitor – inhibitors of Leishmania mexicana pyruvate kinase; Q27686; purified LmPK, Kinase-Glo ATP luminescence, 1 h; Potency, µM (series often up to 57.5 µM), without a hit: at the highest dose activity change, negative = inhibition, most hits filed as inhibitors; 290,000 compounds, 0.37% hits; further: potency means the concentration at half of the fitted maximal effect; on the % scale 0 is the no-effect control and ±100 the full control effect
Target sequence (Q27686 whole entry, looked up): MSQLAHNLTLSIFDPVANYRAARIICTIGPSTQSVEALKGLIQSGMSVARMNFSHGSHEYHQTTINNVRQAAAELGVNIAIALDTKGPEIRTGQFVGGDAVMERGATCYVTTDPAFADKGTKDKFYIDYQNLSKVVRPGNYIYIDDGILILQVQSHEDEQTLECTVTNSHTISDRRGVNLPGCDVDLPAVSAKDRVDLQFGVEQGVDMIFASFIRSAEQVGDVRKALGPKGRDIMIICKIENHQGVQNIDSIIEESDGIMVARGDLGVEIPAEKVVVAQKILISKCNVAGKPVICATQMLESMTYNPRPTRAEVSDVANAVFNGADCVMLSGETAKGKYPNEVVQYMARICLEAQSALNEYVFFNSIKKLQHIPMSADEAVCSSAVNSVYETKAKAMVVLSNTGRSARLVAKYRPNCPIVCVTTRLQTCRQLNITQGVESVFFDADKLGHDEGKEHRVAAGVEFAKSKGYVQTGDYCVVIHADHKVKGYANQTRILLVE
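Purified LmPK (0.1 nM) with 0.5 mM PEP and 0.1 mM ADP in imidazole buffer pH 7.2 with MgCl2/KCl, 1 h at room temperature. ATP formed was read by luciferase luminescence and normalized to no-enzyme and uninhibited controls.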
Pf growth 96h – inhibits malaria parasite growth, 96 h; P. falciparum luciferase reporter growth, 96 h; Potency, µM (highest dose often 28.7 µM), for the others: at the highest dose activity change, negative = inhibition, usual class: inhibitors; 320,000 compounds, 6.9% hits; AID 504834; further: potency means the concentration at half of the fitted maximal effect; on the % scale 0 is the no-effect control and ±100 the full control effect
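Parasite growth measured via integrated firefly luciferase reporter in P. falciparum. Infected erythrocytes at 2% hematocrit, 0.05% parasitemia final were treated 96 hours at 37 C under 5% CO2, and luminescence was read.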
Active calls of the source: *; ? = inconclusive; . = no result given; & = joins results of further samples; ! = a repeat was not active; [ ] = remark or other dose. Unless noted, the call rests on the fitted dose curve; in most records, active means well fitted curve in the direction sought with a large enough effect; inconclusive means small, poorly fitted or top-dose-only effect, or another doubt; inactive means no such curve, though single readings can be large; an effect the other way counts as inactive or inconclusive. Rows are unselected; about 24% have a hit in one of these screens.

Every second line gives: Shiga toxin inh | CHX counter | TbPYK inhibitor | Pf growth 48h | HCV inh | LmPK inhibitor | Pf growth 96h
Cc1ccc(-n2c(N)c(C#N)c(-c3ccc(Cl)cc3)c(C#N)c2=O)cc1
→ -2 | -1 | -2% | 0% | 9% | 0% | ?
O=[N+]([O-])/C(N=Nc1ccccc1)=N\Nc1ccccc1
→ 23 | 3 | -2% | -8% | 15% | 0% | -41%
Cn1c(=O)n(C)c2cc(S(=O)(=O)Nc3ccccc3)ccc21
→ -2 | -2 | -1% | 4% | 5% | -1% | 18%
COc1ccccc1N1CC(C(=O)Nc2ccc3c(c2)OCO3)CC1=O (configuration not stated)
→ -9 | 5 | -5% | -1% | -1% | 5% | 22%
O=C(CSc1nncn1-c1ccccc1)Nc1ccccc1F
→ 13 | -2 | 1% | 21% | 10% | 0% | 60%
S=C(Nc1ccc2c(c1)OCO2)N1CCN(Cc2ccco2)CC1
→ 28* | 20* | 1% | 50%[activator] | 11% | -2% | 399%[activator]
CCN(CC)C(=O)CCCC(=O)N(CC)CC
→ 24 | 3 | 0% | -12% | 16% | -6% | -15%
O=c1[nH]c(CSc2nnc(-c3ccco3)n2-c2ccccc2)nc2sc3c(c12)CCC3
→ -4 | -4 | . | -8% | . | 0% | ?
COc1ccc(OC(=O)CCN2C(=O)C3C4C=CC(C4)C3C2=O)cc1 (configuration not stated)
→ -13 | -4 | 2% | 2% | 12% | 2% | ?
CCSc1ncnc2c1oc1ccccc12
→ 9 | 2 | 1% | 52%[activator] | 4% | 5% | 42%[activator]
O=C(OCCN1CCCCC1)c1cccc(F)c1
→ -8 | 11 | -2% | 44%[activator] | 16% | 0% | 5.9µM*
COc1cc(OC)cc(C(=O)Nc2ccc3c(c2)COC3=O)c1
→ 52 | 23 | 1% | 15% | -46% | -9% | .
COC(=O)c1sc(NC(=O)c2ccco2)c(C#N)c1C
→ 18 | -6 | -14% | 101%[activator] | 13% | 6% | 36%[activator]
NC(=O)C1CCN(Cc2nc3c(Br)cc(Br)cc3c(=O)[nH]2)CC1
→ -12 | 4 | -2% | -15% | -26% | 3% | 0%
c1ccc(Nc2scc(-c3ccccc3)[n+]2Cc2ccco2)cc1
→ 158* | 52* | -4% | 129%[activator] | ? | 1% | -69%
COc1ccc(NC(=O)C2CCCN2C(=O)NCc2ccccc2)cc1 (configuration not stated)
→ -15 | -1 | -4% | -4% | 6% | -11% | 0%
Fc1cccc2sc(Nc3nc4c(F)cccc4s3)nc12
→ 38* | 63* | -13% | 72%[activator] | 6% | 0% | ?
COc1ccc(C2C(=O)N(C3CCCCC3)CC(=O)N2CC2COc3ccccc3O2)cc1 (configuration not stated)
→ -7 | -1 | 2% | ? | -12% | 3% | ?
Cc1c(C(=O)NCC2CCCO2)oc2ccc(S(=O)(=O)N3CCCCC3)cc12 (configuration not stated)
→ -11 | -4 | -1% | 23% | -17% | 2% | 1%
CC(C)CC(=O)NC1(C(F)(F)F)C(=O)Nc2c1c(=O)n(C)c(=O)n2C (configuration not stated)
→ 2 | -5 | -6% | 16% | 15% | -2% | .
Cc1cc(/C=C2\C(=N)N3N=C(C(C)C)SC3=NC2=O)c(C)n1-c1ccccc1
→ 21 | 9 | -1% | -2% | -13% | 3% | 12µM*
COCCNC(=S)N1CCOCC1
→ 5 | -2 | -6% | 16% | 4% | 3% | 79%[activator]
CCc1ccc(C2N3CC4([N+](=O)[O-])CN2CC([N+](=O)[O-])(C3)C4(C)C)cc1 (configuration not stated)
→ 10 | -2 | -2% | -16% | 25% | 0% | ?
C=CCc1cc(OC)c2c(c1)OCO2
→ . | . | -4% | 3% | 25% | . | 57%[activator]
Cc1nnc(-c2cnn(-c3ccccc3)c2N)n1Cc1cccc(C(F)(F)F)c1
→ -2 | -3 | -2% | 0% | 15% | 1% | -7%
Cc1oc(-c2ccc(Cl)cc2)nc1CS(=O)CC(=O)NCc1ccccc1 (configuration not stated)
→ -2 | -3 | 3% | 5% | -5% | 12% | 45%[activator]
O=C(CNc1cccc(S(=O)(=O)N2CCCC2)c1)Nc1ccc(C(F)(F)F)cc1
→ . | . | 6% | 4.1µM* | 10µM* | . | 1.9µM*
C=CCOc1ccc(Oc2cc(C)nc(SC)n2)nn1
→ 9 | -2 | 1% | -19% | -8% | 6% | ?
Cc1cc(C)nc(/N=C(\N)N2CCc3ccccc32)n1
→ 88* | 33* | -11% | -4% | 10% | 11% | ?
COc1ccc(-c2cc(-c3cccs3)nc3sc(C#N)c(N)c23)cc1
→ 11 | 13 | -4% | ? | ? | 0% | ?
O=C(CCN1CCCC1=O)NC1CCCc2c1cnn2-c1ccc(F)cc1F (configuration not stated)
→ 37 | 15* | -8% | 10% | -2% | -5% | 8%
CCN1CCc2c(OCC(=O)N3CCC(C)CC3)cccc2C1=O
→ 36 | 0 | 2% | -19% | 4% | 10% | ?
CCOc1ccccc1C(=O)NCCCN1CCN(CCCNC(=O)c2ccccc2OCC)CC1
→ 1 | -4 | . | ? | 10µM*! | -1% | ?
Cc1cccn2c(=O)c(C=C(C#N)C#N)c(N3CCN(c4ccccc4)CC3)nc12
→ 4 | -1 | -11% | ? | -21% | 2% | ?
CCn1nc(C(=O)Nc2ccc(S(=O)(=O)Nc3ncccn3)cc2)c2ccccc2c1=O
→ -4 | 8 | 1% | -3% | 3% | -11% | 3%
CCOC(CNC(=O)CCc1c(C)nc2nc(C)nn2c1C)OCC
→ -10 | -3 | -1% | 4% | 9% | 3% | ?
CCN(CC)C(=O)CS(=O)CC(=O)Nc1cc(OCCOC)c(Cl)cc1Cl (configuration not stated)
→ -8 | 2 | 27% | ? | -10% | 5% | 20%
Cc1ccc(Cl)cc1N1CCN(C(=O)CCC(=O)O)CC1
→ 18 | -3 | 0% | 31% | 6% | 4% | -29%
CCc1ccc(OCCOCC(O)CNC2CCCC2)cc1 (configuration not stated)
→ -7 | -1 | 0% | ? | -16% | 2% | 0%
COc1ccc(CCNC(=O)CSc2ccc(-c3ccco3)nn2)cc1
→ 59 | 0 | -12% | -12% | 13% | -2% | -26%

Ordered by number of heavy atoms (low to high): part of the list above.
Every second line gives: Shiga toxin inh | CHX counter | TbPYK inhibitor | Pf growth 48h | HCV inh | LmPK inhibitor | Pf growth 96h
Cc1cc(C)nc(/N=C(\N)N2CCc3ccccc32)n1
→ 88* | 33* | -11% | -4% | 10% | 11% | ?
CCOC(CNC(=O)CCc1c(C)nc2nc(C)nn2c1C)OCC
→ -10 | -3 | -1% | 4% | 9% | 3% | ?
CCn1nc(C(=O)Nc2ccc(S(=O)(=O)Nc3ncccn3)cc2)c2ccccc2c1=O
→ -4 | 8 | 1% | -3% | 3% | -11% | 3%

Four neighbouring records already listed, quoted:
Every second line gives: Shiga toxin inh | CHX counter | TbPYK inhibitor | Pf growth 48h | HCV inh | LmPK inhibitor | Pf growth 96h
Cc1ccc(-n2c(N)c(C#N)c(-c3ccc(Cl)cc3)c(C#N)c2=O)cc1
→ -2 | -1 | -2% | 0% | 9% | 0% | ?
O=[N+]([O-])/C(N=Nc1ccccc1)=N\Nc1ccccc1
→ 23 | 3 | -2% | -8% | 15% | 0% | -41%
Cn1c(=O)n(C)c2cc(S(=O)(=O)Nc3ccccc3)ccc21
→ -2 | -2 | -1% | 4% | 5% | -1% | 18%
COc1ccccc1N1CC(C(=O)Nc2ccc3c(c2)OCO3)CC1=O (configuration not stated)
→ -9 | 5 | -5% | -1% | -1% | 5% | 22%

Other results follow:
Every second line gives: Shiga toxin inh | CHX counter | TbPYK inhibitor | Pf growth 48h | HCV inh | LmPK inhibitor | Pf growth 96h
COCCn1c(SCC(=O)c2c(-c3ccccc3)n(C)c3ccccc23)nnc1-c1ccncc1
→ -14 | -9 | -1% | ? | ? | 4% | ?
NC(=O)c1ccc(NC(=O)COc2cccc3ccccc23)cc1
→ -13 | -2 | -13% | 26% | -1% | 8% | 4%
O=C(NC(=S)Nc1ccc(S(=O)(=O)Nc2nccs2)cc1)c1cccnc1
→ -9 | 1 | -4% | -2% | 12% | -2% | 69%[activator]
COCCCN1C(=O)c2[nH]nc(-c3cc(C)cc(C)c3O)c2C1c1ccc(O)c(OC)c1 (configuration not stated)
→ -4 | -1 | -1% | 9.3µM* | ? | -8% | ?
COc1cccc(-c2ncc3ccccc3c2COC(=O)N2CCCCC2)c1
→ . | . | 1% | ? | ? | . | ?
N/C(=N\OC(=O)Nc1ccc(Cl)c(Cl)c1)c1ncc(C(F)(F)F)cc1Cl
→ -18 | -5 | -6% | . | -13% | 2% | -13%
O=C(O)/C=C/C(=O)Nc1ccc(OC(F)(F)Cl)cc1
→ -3 | 6 | 1% | 3% | 3% | 1% | 37%[activator]
COc1ccc(NC(=O)Nc2cc(C)ccc2F)cc1
→ 34 | 26* | -13% | . | -19% | ? | 127%[activator]
O=C(NCc1ccc(Cl)cc1)NCc1ccc(Cl)cc1
→ -12 | 9 | 1% | 4% | -3% | -1% | 1%
N#Cc1ccc(S(=O)(=O)N2CCCN(c3nc4ccc(Cl)cc4s3)CC2)cc1
→ 34 | 2 | 4% | ? | ? | 8% | ?
O=C(Cn1cc(C(=O)C2CC2)c2ccccc21)NCC1CCCO1 (configuration not stated)
→ -10 | 1 | 3% | -4% | -4% | 4% | ?
COc1ccc(-n2c(Cc3cccn3C)nnc2SCC(=O)NCc2ccccc2Cl)cc1
→ -9 | 1 | -10% | 9.3µM* | -25%&-9% | -1% | 12µM*
Cc1ccc(-n2c(-c3cccc(C)c3)n[nH]c2=S)cc1
→ -8 | -2 | 2.8µM* | 13% | 3% | 8.9µM* | .
Cc1ccc(NC(=O)c2nc(C)n(-c3ccc([N+](=O)[O-])cc3)n2)cc1
→ -5 | 6 | -1% | 2% | 1% | 1% | -9%
CCOC(=O)N1CCN(C(=O)CSc2ccc3nnc(CCNC(=O)c4ccc(OC)cc4)n3n2)CC1
→ 12 | -4 | -8% | 9% | -5% | 2%[11.5 µM] | 22%
O=C(CCOc1ccccc1)N1CCN(S(=O)(=O)c2cccs2)CC1
→ 2 | -3 | -6% | 2% | 5% | -3% | 4%
O=C(COC(=O)/C=C/c1cccc(C(F)(F)F)c1)NCCN1C(=O)CSC1=O
→ . | . | 1% | -17% | 11% | . | -22%
Cn1cc(C(=O)C(=O)NCCc2ccccc2)c2ccccc21
→ 27 | 12 | -3% | -15% | -18% | 2% | 97%[activator]
O=C(CNC(=O)c1ccccc1)NCC(O)c1ccc([N+](=O)[O-])cc1 (configuration not stated)
→ -7 | -10 | 5% | 19% | -7% | 1% | 10%
C=CCn1cc(/C=N/NC(=O)COc2cccc3cccnc23)c2ccccc21
→ 13 | 10 | 17% | -3% | ? | 2% | ?
c1ccc(C2CCC3(CC2)Oc2ccccc2C2CC(c4cccnc4)=NN23)cc1 (configuration not stated)
→ 40* | 27* | . | 20% | 1% | 2% | 39%[activator]
COc1cccc(OCc2cc(C(=O)N(C)Cc3nccn3C)no2)c1
→ 136* | 53* | -1% | 18% | 11% | -1% | 15%
O=C(c1ccco1)N1CCN(C(=O)C2CCN(S(=O)(=O)c3cnc[nH]3)CC2)CC1
→ -16 | -2 | -5% | 3% | 32µM* | -11% | 20%

Bioassay records as filed in PubChem.
